Assay outcomes (PubChem BioAssay)
AMA1-RON2 inh = disrupts binding of P. falciparum AMA1 to RON2; AlphaScreen AMA1-biotinylated RON2 peptide binding; Potency, µM (series often up to 58.2 µM), without a hit: top-dose activity change, negative = inhibition, hits mostly inhibitors; actives 0.2% (n = 360,000);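 also: potency is read from the fitted curve at half-maximal effect; 0% = vehicle wells and -100% = peptide control; nearly all actives have a fitted effect of over 45% in size; some results filed as inactive show a strong effect at the top dose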
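AMA1 (3D7) with his tag at 25 nM final met compounds first, then biotinylated RON2 peptide at 25 nM; detection used donor plus acceptor beads, 10 µg/mL apiece, read by AlphaScreen after 30 min at room temperature.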
Sm TGR inh = blocks Schistosoma mansoni thioredoxin glutathione reductase | Q962Y6 | purified TGR, DTNB reduction, TNB absorbance 405 nm | Potency, µM (series often up to 114 µM), for the others: at the top dose activity change, negative = inhibition, usual class: inhibitors | actives 3% (n = 360,000) | AID 485364; also: potency is read from the fitted curve at half-maximal effect; nearly all actives have a fitted effect of over 60% in size
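Kinetic colorimetric format: TGR-catalysed, NADPH-driven DTNB reduction monitored via TNB absorbance. Enzyme dispensed at 20 nM; compound exposure 15 min at room temperature before reaction start.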
HCMV antiviral = human cytomegalovirus inhibition | activity change, negative = inhibition, % at 57.5 µM | actives 4.5% (n = 410,000) | AID 1259415 | HFF cells, HCMV-luciferase reporter, 72 h; hits give low values; in the data active = activity change below about -60%; inconclusive = no clear call, values can overlap the other calls; inactive = above about -39%
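Two-dose cell screen: HFF monolayers treated with compounds and infected with luciferase-expressing HCMV at 1 PFU/cell, 72 h at 37C, then lysed for luciferase measurement.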
AmpC no deterg = blocks E. coli AmpC beta-lactamase in detergent-free assay; Potency, µM (series often up to 57.1 µM), without a hit: at the highest dose activity change, negative = inhibition, hits mostly inhibitors; actives 0.52% (n = 330,000); AmpC nitrocefin hydrolysis, absorbance 480 nm, 0.0001% Triton; AID 485341; P00811;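 also: potency is read from the fitted curve at half-maximal effect; plate controls were no compound for no effect and no enzyme for full effect; nearly all actives have a fitted effect of over 20% in size; some results filed as inactive show a strong effect at the top dose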
Target sequence (P00811 whole entry, looked up): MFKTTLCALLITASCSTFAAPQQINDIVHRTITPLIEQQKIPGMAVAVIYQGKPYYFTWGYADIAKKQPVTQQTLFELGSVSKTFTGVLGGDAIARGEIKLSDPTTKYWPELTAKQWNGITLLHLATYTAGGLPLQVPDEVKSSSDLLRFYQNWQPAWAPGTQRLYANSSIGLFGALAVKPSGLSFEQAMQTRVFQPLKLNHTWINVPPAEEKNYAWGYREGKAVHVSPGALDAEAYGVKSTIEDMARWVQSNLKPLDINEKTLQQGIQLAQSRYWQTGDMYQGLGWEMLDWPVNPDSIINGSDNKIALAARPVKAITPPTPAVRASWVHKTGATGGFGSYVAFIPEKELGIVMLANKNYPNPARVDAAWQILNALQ
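AmpC (5.3 nM in the dispensed reagent) in 20 mM phosphate pH 7.0 with 0.01% (detergent screen) or 0.0001% Triton X-100 was preincubated with compounds for 15 min at room temperature. Nitrocefin was then added from an 800 uM solution, and hydrolysis was followed at 480 nm.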
Giardia FBPA inh = inhibitors of Giardia lamblia fructose-1,6-bisphosphate aldolase; A8B2U2; purified Giardia FBPA; Potency, µM (titrated, usually from 59.6 µM), for inactives: at the top dose activity, negative = inhibition, usual class: inhibitors; actives 0.71% (n = 290,000); AID 2451; also: potency is read from the fitted curve at half-maximal effect; nearly all actives have a fitted effect of over 55% in size
Target sequence (A8B2U2 whole entry, looked up): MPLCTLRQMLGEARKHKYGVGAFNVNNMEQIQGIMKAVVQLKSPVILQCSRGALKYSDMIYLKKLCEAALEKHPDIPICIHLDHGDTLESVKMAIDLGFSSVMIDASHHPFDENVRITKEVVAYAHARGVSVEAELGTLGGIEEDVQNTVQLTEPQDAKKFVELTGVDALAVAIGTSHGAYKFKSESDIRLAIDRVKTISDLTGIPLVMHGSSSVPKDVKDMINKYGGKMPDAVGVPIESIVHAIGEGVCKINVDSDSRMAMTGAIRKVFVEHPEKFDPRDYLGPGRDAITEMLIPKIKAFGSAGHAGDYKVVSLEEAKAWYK
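40 nM FBPA preincubated 10 min at RT with compound (up to 57.5 uM final), then substrate plus GAPDH/TPI/NAD/arsenate coupling and diaphorase/resazurin added. Fluorescence read after 20 min at RT, 525/598 nm.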
AmpC inh detg = blocks E. coli AmpC beta-lactamase in detergent assay. AmpC hydrolysis of nitrocefin, absorbance 480 nm, 0.01% Triton. Potency, µM (highest dose often 114 µM), without a hit: at the highest dose activity change, negative = inhibition, hits mostly inhibitors. actives 0.041% (n = 370,000);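 also: potency is read from the fitted curve at half-maximal effect; 0% = no-compound wells and -100% = no-enzyme wells; nearly all actives have a fitted effect of over 25% in size; some results filed as inactive show a strong effect at the top dose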
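AmpC (5.3 nM in the dispensed reagent) in 20 mM phosphate pH 7.0 with 0.01% (detergent screen) or 0.0001% Triton X-100 was preincubated with compounds for 15 min at room temperature. Nitrocefin was then added from an 800 uM solution, and hydrolysis was followed at 480 nm.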
Numbers without * were called inactive; ? = inconclusive; nt = no result given; & = joins results of further samples; [ ] = dose if it differs, or a comment. Unless noted, calls follow the shape of the dose curve; as a rule, active = well fitted curve in the direction sought with a large enough effect; inconclusive = small, poorly fitted or top-dose-only effect, or another doubt; inactive = no such curve, though single readings can be large; an effect the other way counts as inactive or inconclusive. Unless noted, % is scaled to controls: 0 for no effect and ±100 for the full control effect.

Results follow in this order: AMA1-RON2 inh | Sm TGR inh | HCMV antiviral | AmpC no deterg | Giardia FBPA inh | AmpC inh detg
CCN(CC)C(CNC(=O)CSc1nnnn1-c1ccc(C)c(C)c1)c1ccco1 (stereo unspecified)
  74%[activator] | -1% | -8 | 100%[activator] | nt | -8%
COc1cc(/C=C2\SC(=S)N(CCC(=O)Nc3ccccn3)C2=O)cc(OC)c1OC
  -5% | -22% | 50 | -17% | -4% | -8%
CCCN(C(=O)CSc1nnnn1C)C1CCS(=O)(=O)C1 (stereo unspecified)
  -2% | 10% | -21 | -9% | 1% | 2%
CCCCc1nc2ccccc2c(=O)n1-c1ccccc1O
  -4% | 7% | -20 | -16% | -8% | 3%
Cc1ccc(N2CCN(C(=S)Nc3ccccc3C)CC2)cc1
  2% | 5% | -19 | -23% | 7% | ?
COC(=O)c1sccc1S(=O)(=O)N1CCN(c2ccc(C)cc2C)CC1
  nt | 0% | -6 | nt | nt | 15%
CCOC(=O)c1nnc(-c2ccccc2)nc1Sc1ccccc1Cl
  -2% | -1% | 112 | -9% | -6% | ?
CN1CCc2c(sc3c2C(=O)NC(c2cn(Cc4ccccc4)c4ccccc24)N3)C1 (stereo unspecified)
  ? | -9% | 7 | 27% | ? | ?
CCCCNC(=S)NNC(=O)c1cc(-c2cccnc2)nc2ccccc12
  19% | 16% | -17 | -29% | ? | 0%
O=C(Nc1ccc(Nc2ccccc2)cc1)Nc1ccccc1Cl
  -24% | -26% | ? | -46% | -8% | -2%
CC1CCN(S(=O)(=O)c2csc(C(N)=O)c2)CC1
  nt | 1% | 8 | nt | nt | 4%
CCN(CC)C(=O)[C@]1(c2ccccc2)C[C@@H]1CN
  nt | -1% | nt | -5% | -2%&-3% | -7%
Cc1cccc(Cn2c(SCc3ccc(C(=O)NCc4ccccc4F)cc3)nc3cccnc32)c1
  nt | 9% | -28 | nt | nt | 12%
CCN(CC)c1ccc(C=Nc2ccc(C#N)cc2)c(O)c1
  10% | 43%[activator] | -31 | -13% | -28% | 6%
O=C1c2ccccc2C(=O)N1CCCc1nc(-c2ccncc2)no1
  -16% | 6% | -21 | -7% | 8% | ?
CCN(c1ccc(Cl)cc1)S(=O)(=O)c1nnc(NC(=O)c2ccco2)s1
  nt | 6% | 40 | nt | nt | 23%
Cc1ccc(-n2c(=O)c3c(c4cc(C)ccc4n3C)n(CC(=O)NCC3CCCO3)c2=O)cc1 (stereo unspecified)
  -15% | 2% | 53&3 | nt | nt | 17%
CCOC(=O)[C@@H]1[C@H]2COc3ccccc3[C@@H]2N2C(=O)N(c3ccc(OC)cc3)C(=O)[C@@]12C
  -1% | -24% | ? | 38% | 8% | -11%
COc1ccc(-c2cc(COc3ccccc3)on2)cc1
  52%[activator] | 1% | -14 | -20% | -4% | 0%
CC(C)(C)n1nnnc1C(c1ccccc1F)N1CCN(C(=O)c2ccco2)CC1 (stereo unspecified)
  0% | 1% | 10 | 50% | -1% | -13%
CSc1ccccc1C(=O)Nc1cccc(C(C)O)c1 (stereo unspecified)
  13% | 0% | -12 | -58% | 6% | ?
Cc1sc2c3ccsc3ccc2[n+]1C
  -9% | 6% | -18 | 83%[activator] | ? | ?
CCOC(=O)C1CCN(C(=O)COc2ccc(N(C)S(=O)(=O)c3ccc(C)cc3)cc2)CC1
  0% | 0% | -102* | 122%[activator] | -3% | 7%
CC(C)(C)c1cc[n+](-c2[nH]c(=O)sc2/C=N/N=C(\[O-])c2ccccc2)cc1
  46%[activator] | -14% | -36 | -21% | -17% | 1%
Cc1ccc(C2/C(=C(/O)c3ccc4c(c3)CC(C)O4)C(=O)C(=O)N2CCCn2ccnc2)cc1 (stereo unspecified)
  11% | -1% | 2 | -5% | nt | -3%
CCn1c2c(c(=O)n3ncc(C(=O)Nc4ccc(F)c(Cl)c4)c13)CN(Cc1ccc(OC)cc1)CC2
  nt | -21% | 25 | nt | nt | 1%
Cc1ccc(N=CC2=C(O)CC(c3cccc(Cl)c3)CC2=O)cc1 (stereo unspecified)
  8% | -1% | ? | -25% | 5% | -12%
Oc1cccc(/C=N/N(Cc2ccccc2)c2ccccc2)c1
  ? | 9% | ? | -35% | -9% | -5%
CC(=O)c1c(C)oc2ccc(NS(=O)(=O)c3ccc(F)cc3C)cc12
  3% | 1% | -33 | 22% | 3% | -7%
Cc1ccc(CCNC(=O)NC(C)(C)C)cc1
  -13% | -1% | 8 | -1% | 8% | -16%
CC(C)(C)c1cc(C(=O)NNc2ccc(OC(F)(F)F)cc2)n(Cc2ccccc2)n1
  -16% | 1% | 12 | -30% | -1% | -5%
O=C(Cc1ccc(S(=O)(=O)N2CCOCC2)s1)Nc1ccc(N2CCOCC2)cc1
  -16% | 1% | 11 | -12% | -5% | -10%
Cc1nc(C)c(C(=O)C2=C(O)C(=O)N(CCN(C)C)C2c2cccs2)s1 (stereo unspecified)
  14% | 1% | 76 | -13% | -6% | -2%
COc1ccc(Br)cc1/C=C/C(=O)NCC(=O)O
  7% | 2% | -37 | -23% | 0% | -7%
S=C(NCc1cccnc1)Nc1ccc(Cl)cc1
  -17% | 40µM* | ? | -18% | 8% | -7%
O=C(C[n+]1ccc(C(=O)N/N=C/c2ccc(Br)cc2)cc1)c1ccccc1
  -4% | -9% | -21 | -14% | -2% | 3%
C#CCOCCOCCOCCNc1nc(N2CCN(C(=O)CCCCCCCCCCNC(=O)[C@H](CO)n3cc(CCCSC)nn3)CC2)nc(N2CCN(C(=O)CCCCCCCCCCNC(=O)[C@H](CCCCN)n3cc(C[C@@H](C)CC)nn3)CC2)n1
  nt | -1% | nt | 241%[activator] | nt | -4%
CCC(CC)C(=O)N1CC(=O)Nc2ccc(Br)cc2C1c1ccccc1 (stereo unspecified)
  -1% | -1% | 33 | 0.89µM* | 1% | ?
O=C(Nc1ccccn1)c1cc(-c2cccnc2)nc2ccc(Br)cc12
  17% | -18% | 16 | -5% | 0% | 1%
CN(c1ccc(F)cc1)S(=O)(=O)c1ccc(Cl)c(C(=O)Nc2ccc3c(c2)CCC3)c1
  -13% | 2% | 11 | -34% | 1% | -5%
CCOc1ccc(C(C)NC(=O)CN2C(=O)NC3(CCCCC3)C2=O)cc1OCC (stereo unspecified)
  1% | 2% | -22 | -12% | nt | -18%
Cc1ccc(Cn2c(=N)c(C#N)cc3c(=O)n4cccc(C)c4nc32)cc1
  nt | 9%[57.1 µM] | nt | -20% | 3% | -10%
Cc1ccc2[nH]c(=O)c(CN(C(=O)c3cccs3)c3ccccc3)cc2c1
  -1% | 0% | -39 | -22% | -4% | 0%
CC(C)n1nc(C(=O)NC2CCCCCC2)c2ccccc2c1=O
  0% | -3% | 0 | 64%[activator] | nt | 0%
Cc1cc(=O)[nH]c(SCc2nc3ccccc3s2)n1
  -15% | -1% | 16 | -20% | 11% | 1%
COc1cc(C2C(C#N)=C(N)Oc3c2oc(CO)cc3=O)cc(OC)c1OC (stereo unspecified)
  44%[activator] | -20% | -27 | -3% | -13% | ?
CCOc1ccccc1C(=O)NC(C(=O)NCCc1ccccn1)C(C)C (stereo unspecified)
  11% | nt | -21 | -3% | nt | nt
Cc1ccc(C)c(OCCCC(=O)N2CCOCC2)c1
  6% | 10% | 19 | 7% | 2% | 4%
CSc1nc(Oc2ccc3ccccc3c2)c2ccccc2n1
  20% | -2% | -5 | ? | -4% | -4%
C[C@]12CCC3C(CC[C@H]4C[C@@H](O)CC[C@]34C)C1C[C@@H](O)[C@]2(C)O (stereo partly specified)
  -1% | nt | 3 | -16% | nt | nt
COC(=O)c1cc(NC(=O)Cn2c(=O)cnc3ccccc32)cc(C(=O)OC)c1
  1% | -16% | -2 | -6% | -2% | -13%
COc1ccc(NC(=O)c2sc3nc(Cc4ccccc4)cc(C(F)(F)F)c3c2N)cc1OC
  -23% | 0% | ? | 74%[activator] | -5% | ?
COc1ccccc1OCCNC(=O)c1ccc2c(c1)OCCO2
  -22% | -11% | 40 | -5% | nt | 0%
CCCCNc1ccc2oc(-c3ccc(OC)cc3)c(-c3ccc(OC)c(F)c3)c2c1
  7% | nt | -5 | -29% | nt | nt
CCOC(=O)C1=C(C)NC(SCC(=O)OC)=C(C#N)C1c1ccc(C(=O)OC)cc1 (stereo unspecified)
  52%&18%[activator] | -5% | -34 | 66%[activator] | -6% | 1%
O=C(Nc1ccccn1)c1ccc(Br)c(S(=O)(=O)N2CCCCC2)c1
  7% | 0% | 3 | -37% | 1% | 0%
Cc1ccc(-n2c(N)c(C#N)c(-c3ccc(Cl)cc3)c(C#N)c2=O)cc1
  -2% | 27% | -31 | -11% | 9% | -2%
O=C(O)C1CCCCC1C(=O)Nc1nc(-c2cccs2)cs1 (stereo unspecified)
  -2% | -10% | -4 | -28% | 20% | -12%
Cc1nnc(SCCN2CCOCC2)n1C
  -6% | 5% | 7 | 2% | -10% | -10%
COc1ccc(NC(=O)c2c(-c3c(Cl)cccc3Cl)noc2C)cn1
  6% | 5% | 1 | -11% | nt | -8%

Four entries from above, arranged by molar mass, descending:
Results follow in this order: AMA1-RON2 inh | Sm TGR inh | HCMV antiviral | AmpC no deterg | Giardia FBPA inh | AmpC inh detg
COc1ccc(NC(=O)c2sc3nc(Cc4ccccc4)cc(C(F)(F)F)c3c2N)cc1OC
  -23% | 0% | ? | 74%[activator] | -5% | ?
O=C(Nc1ccccn1)c1cc(-c2cccnc2)nc2ccc(Br)cc12
  17% | -18% | 16 | -5% | 0% | 1%
Cc1ccc(Cn2c(=N)c(C#N)cc3c(=O)n4cccc(C)c4nc32)cc1
  nt | 9%[57.1 µM] | nt | -20% | 3% | -10%
Cc1cc(=O)[nH]c(SCc2nc3ccccc3s2)n1
  -15% | -1% | 16 | -20% | 11% | 1%

Following part:
Results follow in this order: AMA1-RON2 inh | Sm TGR inh | HCMV antiviral | AmpC no deterg | Giardia FBPA inh | AmpC inh detg
COc1ccc(S(=O)(=O)N2CCCC2)c(C)c1C
  1% | 20%[11.4 µM] | -3 | 0% | 5% | -3%
Cc1ccc(NC(=O)c2cc(-c3ccccc3O)n[nH]2)cc1C
  30%[activator] | 4% | -5 | -36% | 12% | -13%
Cc1ccc(C)c(CN2C(=O)C(O)(c3c(C)[nH]c4ccccc34)c3ccccc32)c1 (stereo unspecified)
  nt | 1% | 12 | nt | nt | 3%
Cc1ccc(Nc2nc3c([nH]2)c(=O)[nH]c(=O)n3C)cc1
  -8% | -3% | -13 | -8% | -4% | 1%
COc1ccc(Nc2cc(Nc3ccccc3)ncn2)cc1
  6% | -2% | 77 | -6% | 1% | -7%
Cc1ccc(C(=O)OCC(=O)N(Cc2ccccc2)C(C)C)cc1C
  -1% | nt | 17 | 28% | nt | nt
COc1ccc2c(c1)cc(C(=O)N[C@H](C(=O)N1CCC[C@H]1C(=O)O)C(C)C)n2C
  2% | 10% | 23 | -8% | 13% | -4%
Cc1ccc(N(Cc2cc3ccccc3[nH]c2=O)C(=O)c2cccs2)cc1
  18% | -8% | -35 | ? | 4% | ?
CCc1ccc(OCCCC(=O)O)c(Br)c1
  0% | -5% | -28 | 0% | 24% | -6%
O=c1oc2ccccc2c(O)c1C=NCc1ccccn1
  -9% | 1% | 85 | 1% | 2% | -1%
